GLP1R ag: agonists of human GLP-1 receptor. P43220. HEK293 GLP-1R CRE-luciferase, luminescence, 4-6 h; cells express a hypersensitive GLP-1R form. Potency, µM (top dose mostly 45.6 µM), for inactives: top-dose activation, hits mostly activators. 380,000 tested, 0.007% active. AID 624172; also: potency is read from the fitted curve at half-maximal effect; % of control where 0% means no effect
Target sequence (P43220 whole entry, looked up): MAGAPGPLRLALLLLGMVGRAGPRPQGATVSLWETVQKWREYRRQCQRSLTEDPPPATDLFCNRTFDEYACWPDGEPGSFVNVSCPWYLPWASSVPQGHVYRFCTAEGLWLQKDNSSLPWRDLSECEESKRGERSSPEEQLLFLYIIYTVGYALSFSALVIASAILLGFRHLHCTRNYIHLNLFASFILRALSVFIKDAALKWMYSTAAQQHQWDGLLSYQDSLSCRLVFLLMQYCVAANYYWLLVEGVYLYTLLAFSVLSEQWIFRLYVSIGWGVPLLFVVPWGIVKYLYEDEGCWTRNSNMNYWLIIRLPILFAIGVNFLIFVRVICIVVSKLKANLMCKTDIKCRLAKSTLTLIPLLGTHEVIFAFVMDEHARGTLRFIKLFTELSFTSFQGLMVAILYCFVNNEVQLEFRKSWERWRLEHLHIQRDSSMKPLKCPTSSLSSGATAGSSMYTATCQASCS
HT1080-NT tox: kills 2HG-producing HT-1080-NT fibrosarcoma cells. AID 686970. HT-1080-NT fibrosarcoma viability, CellTiter-Glo ATP luminescence, 48 h. Potency, µM (top dose mostly 46.1 µM), inactives show at the top dose activity, negative = less viability, usual class: cytotoxic. 360,000 tested, 1.6% active;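 also: NT is the 2HG producing partner of a matched IDH1 knockdown line; potency is read from the fitted curve at half-maximal effect; 0% = DMSO-treated cells and -100% = media-only wells without cells; nearly all actives have a fitted effect of over 55% in size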
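Viability by CellTiter-Glo luminescence after 48 h compound exposure at 37C of HT-1080-NT cells (750/well, RPMI, 5% FBS). % activity scaled between DMSO wells and medium-only wells, then curve-fitted and categorized by curve class.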
DRD3 agonist: agonists of human D3 dopamine receptor; P35462; D3R DiscoveRx beta-arrestin cells, luminescence, 90 min; max activation, %; 410,000 tested, 0.58% active; in the data active = max activation above about 30%; also: 0% is about no effect; mostly tested at two doses, the higher about 12 µM
Target sequence (P35462 whole entry, looked up): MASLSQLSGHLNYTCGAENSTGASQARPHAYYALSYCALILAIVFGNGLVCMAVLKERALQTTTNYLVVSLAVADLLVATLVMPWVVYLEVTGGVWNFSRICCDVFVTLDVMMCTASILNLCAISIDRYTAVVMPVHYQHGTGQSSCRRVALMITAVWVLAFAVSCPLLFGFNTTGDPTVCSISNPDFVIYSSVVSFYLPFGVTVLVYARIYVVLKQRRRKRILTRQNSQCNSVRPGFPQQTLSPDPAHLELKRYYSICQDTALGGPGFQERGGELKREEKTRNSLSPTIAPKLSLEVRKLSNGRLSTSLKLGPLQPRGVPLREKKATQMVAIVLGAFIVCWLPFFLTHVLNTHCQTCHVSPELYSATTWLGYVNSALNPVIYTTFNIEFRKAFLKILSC
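Agonist mode: compounds and dopamine controls were applied to plated cells for 90 min at 37 degrees C after an overnight attachment at 1500 cells/well. Luminescent read-out followed 30 - 60 minutes at room temperature with DiscoveRx detection reagent.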
KB-3-1 cytotox: kills parental KB-3-1 adenocarcinoma cells. Potency, µM (titrated, usually from 46.1 µM), for the others: top-dose activity change, negative = cytotoxic, hits mostly cytotoxic. KB-3-1 viability, CellTiter-Glo ATP luminescence, 72 h. 400,000 tested, 1.4% active; also: potency is read from the fitted curve at half-maximal effect; % is scaled to controls: 0 for no effect and ±100 for the full control effect; nearly all actives have a fitted effect of over 60% in size
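Cytotoxicity measured as CellTiter-Glo luminescence after 72 h at 37 C. Compound titrations were pinned onto drug-naive KB-3-1 parental adenocarcinoma cells grown in DMEM with 10% FBS, and normalized data fitted to concentration-response curves.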
HT1080 IDH1KD tx: toxicity to HT-1080 IDH1 knockdown cells (counter line) | HT-1080 IDH1 knockdown viability, ATP luminescence, 48 h | Potency, µM (doses to about 46.1 µM), for the others: at the top dose activity, negative = toxicity, most hits filed as cytotoxic | 360,000 tested, 2% active | AID 686971;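 also: potency is read from the fitted curve at half-maximal effect; 0% = DMSO wells and -100% = cell-free medium wells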
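CellTiter-Glo luminescence after 48 h compound exposure at 37 degrees C of IDH1-knockdown HT-1080 cells in 5% FBS RPMI. %Activity scaled between DMSO wells and cell-free media wells, with curves fitted and assigned curve classes.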
SW480 rereplic: DNA re-replication induction in SW480 cells. SW480 DNA re-replication, Hoechst DNA content imaging, 48 h. 340,000 tested, 1.8% active. Potency, µM (doses to about 46.1 µM), without a hit: at the highest dose re-replication activation, usual class: activators; also: potency is read from the fitted curve at half-maximal effect; % of control where 0% means no effect; nearly all actives have a fitted effect of over 55% in size
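Quantitative HTS format with DMSO vehicle controls; 48 hr drug incubation at 37 C, then 40 min Hoechst staining and scanning imager measurement at 405 nm excitation.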
D3 antag: antagonists of human D3 dopamine receptor; D3R cells, DiscoveRx beta-arrestin luminescence, antagonist mode; stronger effect = lower value; max response, negative = inhibition, %; 360,000 tested, 2.5% active; in the data active = max response below about -50%; inconclusive = no clear call, values can overlap the other calls; also: % is scaled to controls: 0 for no effect and ±100 for the full control effect; mostly tested at two doses, the higher about 12 µM
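Cells plated overnight at 1500 cells/well, then exposed to library compounds with dopamine controls for 90 minutes at 37 degrees C. DiscoveRx reagent added for 30–60 minutes at room temperature; luminescence read, quantitative HTS format.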
KB-V1 MDR tox: kills drug-selected multidrug resistant KB-V1 cells; 400,000 tested, 3.4% active; KB-V1 MDR cells viability, CellTiter-Glo, 72 h; Potency, µM (highest dose often 46.1 µM), for the others: at the highest dose activity change, negative = cytotoxicity, usual class: cytotoxic; also: potency is read from the fitted curve at half-maximal effect; % is scaled to controls: 0 for no effect and ±100 for the full control effect; nearly all actives have a fitted effect of over 60% in size
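KB-V1, DMEM (no phenol red) + 10% FBS; cpd pin-transferred, titration series; 72 h, 37 degrees C; CellTiter-Glo, luminescence. Data normalized, curve-fit.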
IL-1B inflam inh: inflammasome signaling inhibition, IL-1 beta readout; 360,000 tested, 4.7% active; THP-1 LPS/ATP IL-1B secretion, AlphaLISA, 16 h; stronger effect = lower value; activity change, % at 57.5 µM; AID 743279; in the data active = activity change below about -50%; inconclusive = mostly about -30% to -49%; also: % is scaled to controls: 0 for no effect and ±100 for the full control effect
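THP-1 cells pretreated 1 hr with compounds (up to 57.5 uM final), then stimulated with LPS (250 ng/mL final) plus ATP (1.25 mM final); secreted IL-1B measured by AlphaLISA after 16 hr, decreased signal indicating inhibition.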
* marks the source's active call; other numbers are inactive results; ? = inconclusive; . = no result given; [ ] = dose if it differs, or a comment. Unless noted, calls follow the shape of the dose curve; as a rule, active = well fitted curve in the direction sought with a large enough effect; inconclusive = small, poorly fitted or top-dose-only effect, or another doubt; inactive = no such curve, though single readings can be large; an effect the other way counts as inactive or inconclusive.

Fields: GLP1R ag, HT1080-NT tox, DRD3 agonist, KB-3-1 cytotox, HT1080 IDH1KD tx, SW480 rereplic, D3 antag, KB-V1 MDR tox, IL-1B inflam inh
> Cc1cc2ncn(CCC(=O)NC3CCCC3)c2cc1C
→ 10%, 9%, 10, 1%, 14%, 6%, -16, 7%, 16
> CCCCn1c(N)c(N(CC(C)C)C(=O)C2=COCCO2)c(=O)[nH]c1=O
→ -6%, -1%, 1, 0%, -20%, -4%, -4, 0%, 12
> CC(C)(C)c1ccc2c(c1)C(c1ccc3c(c1)OCO3)CC(=O)O2 (configuration not stated)
→ -6%, 5%, -10, 0%, 2%, 8%, -12, 0%, 33
> CCOC(=O)c1cc(NC(=O)SCC(=O)O)c(C)nc1C
→ -12%, 2%, 2, 3%, 7%, 1%, 31, 6%, 0
> O=C(COC(=O)c1ccc(Cl)nc1)Nc1ccc2ccccc2c1
→ -5%, 1%, -8, 3%, -5%, 2%, 6, 3%, 6
> Cc1csc(NC(=O)C2CCN(C(=O)c3ccccc3C)CC2)n1
→ -1%, -8%, -2, -25%, 1%, -6%, 4, 4%, 22
> Nc1c(C(=O)NC2CCCC2)sc2nc(-c3cccs3)ccc12
→ 5%, -15%, -1, 19%, -10%, ?, 14, 0%, -13
> O=C(Nc1nc(-c2ccc(-c3ccccc3)cc2)cs1)C1=COCCO1
→ -8%, ?, 15, ?, ?, ., 36, -25%, -2
> C/C(=N\NC(=O)c1cccc(S(=O)(=O)Nc2ccccc2Cl)c1)c1ccc(-n2ccnc2)cc1
→ 9%, -10%, 9, 4%, -13%, 11%, -52*, 0%, 24
> O=C(Nc1ccc(NC(=O)c2cccs2)cc1)c1ccc(Br)o1
→ -33%[inhibitor], -5%, -2, 2%, -15%, 7%, 3, -5%, -21
> COc1ccc(N2CCN(C(=O)CSc3nnc4c(C)cc5ccc(C)c(C)c5n34)CC2)cc1
→ 7%, 6%, -3, 18%, 0%, -1%, -4, -4%, -66*
> CCOC(=O)C1(CCOC)CCN(Cc2ccc(COC)o2)CC1
→ 4%, -4%, -11, 6%, 2%, -1%, -20, -13%, 10
> COc1ccc(OC)c(S(=O)(=O)NCC(=O)NC2CCCc3ccccc32)c1 (configuration not stated)
→ 3%, 1%, -13, 12%, 1%, -2%, -26, 11%, 0
> COc1cc(NC(=O)COC(=O)c2[nH]c(C)c(C(C)=O)c2C)cc(OC)c1
→ 12%, -3%, 21, -2%, -26%, -3%, 21, -1%, 1
> Nc1ccc(C#Cc2ccccc2)cc1
→ 3%, 0%, 8, -3%, -6%, -5%, 9, 5%, -27
> COc1ccccc1N1CCN(S(=O)(=O)c2cnc[nH]2)CC1
→ 4%, 3%, 5, -3%, 5%, 0%, -2, ?, 11
> CCC(=O)N1c2ccc(S(=O)(=O)NCc3cccc(OC)c3)cc2CC1C (configuration not stated)
→ -1%, ., 6, -18%, ., ., ., 2%, .
> N#CC1=C(N)Oc2c(sc3ccccc23)C1c1ccco1 (configuration not stated)
→ 0%, ?, 2, -3%, ?, 21%, 0, ?, -24
> COc1ccc(CCNC(=O)COc2ccc(S(=O)(=O)N3CCOCC3)cc2C)cc1
→ 5%, 0%, -33, -24%, -10%, -1%, -1, ?, 10
> CNc1nnc(-c2ccc(OC)cc2)s1
→ 5%, 0%, 3, -1%, 0%, 0%, -13, -13%, -10
> Cc1ccc(C(=O)OCN2C(=O)c3ccccc3C2=O)o1
→ 11%, 3%, -5, -1%, -6%, ?, 7, 0%, -11
> COc1ccc(-c2nn(CCC#N)cc2C(=O)Nc2ccccn2)cc1OC
→ -5%, 6%, 4, 19%, 15%, -4%, 6, -7%, -15
> O=c1[nH]c(Nc2ccc(F)cc2)cc2ccccc12
→ 0%, 2%[9.24 µM], 2, 1%, -2%, -3%, -6, 7%, 53
> COc1ccc2cc(C3c4cc(OC)c(OC)cc4CCN3C(=O)c3ccco3)c(=O)[nH]c2c1 (configuration not stated)
→ 27%, -4%, 4, 1%, -25%, 0%, -12, 3%, 12
> O=C(CSc1nnc(-c2ccco2)c(-c2ccco2)n1)Nc1ccccc1
→ -2%, -5%, -13, -3%, -1%, -9%, 42, 0%, -58*
> Cn1c(/C=C/N(Cc2ccccc2)c2ccccc2)c([N+](=O)[O-])c(=O)n(C)c1=O
→ 1%, -1%, 2, -3%, 6%, -11%, 39, 13%, -6
> CC(C)CN(CC(C)C)S(=O)(=O)N1CCC(C(=O)NCc2ccc(F)cc2)CC1
→ 1%, -12%, 2, -21%, -7%, -2%, -10, ?, -2
> O=C(NCC1CCN(Cc2ccccc2Cl)CC1)Nc1ccccc1F
→ 4%, 7%, -10, 1%, 3%, 1%, ?, -14%, -5
> CCNC(=O)c1cc2c(c(-c3cccc(-c4cc5ccccc5o4)c3)n1)[C@H](CCO)N(C(=O)NC(C)C)C2
→ -4%, ?, 0, ?, ?, ., 43, ?, -23
> O=C(N[C@@H](Cc1ccccc1)c1nc2ccccc2[nH]1)c1cc([N+](=O)[O-])ccc1Cl
→ 7%, -3%, -6, 2%, 2%, 15%, -20, -5%, -8

Later entries.
compound	GLP1R ag	HT1080-NT tox	DRD3 agonist	KB-3-1 cytotox	HT1080 IDH1KD tx	SW480 rereplic	D3 antag	KB-V1 MDR tox	IL-1B inflam inh
COc1ccc(OC)c(-c2nc3cc4ccccc4cc3nc2-c2ccccc2)c1	3%	1%	1	-7%	-9%	?	20	-11%	-26
CC(C)(C)c1[nH]nc2c1C(Cc1ccccc1)C(C#N)=C(N)O2 (configuration not stated)	1%	21%	-2	12%	16%	-15%	1	11%	31
Cc1cc(C(F)(F)F)nn1Cc1n[nH]c(=S)n1Cc1ccccc1	-4%	-14%	-11	-12%	-9%	2%	?	-16%	?
Cc1ccc(-c2nnc(SCC(=O)NCCN3C(=O)CSC3=O)n2C)cc1	-1%	13%	0	10%	8%	-5%	6	12%	6
O=C(N/N=C/c1ccc(O)cc1)c1cc(-c2ccccc2)nc2ccccc12	6%	-25%	4	?	-27%	23%	24	-3%	26
Cc1ccc(S(=O)(=O)N(C)C[C@@H]2OCc3cn(nn3)CCCC(=O)N([C@@H](C)CO)C[C@H]2C)cc1	-1%	11%	2	6%	11%	.	9	?	27
O=C(O)C1C2C=CC3(CN(CC(O)COc4ccccc4)C(=O)C13)O2 (configuration not stated)	-3%	15%	-5	12%	13%	-1%	19	2%	18
CCC(C)[C@H]1CNCCN1CCc1cc(C(F)(F)F)cc(C(F)(F)F)c1 (some centres not stated)	-5%	-12%	7	0%	-8%	0%	50	-10%	-66*
CCN(CC)C(=O)CSC1=Nc2ccccc2C2=NC(Cc3c[nH]c4ccccc34)C(=O)N12 (configuration not stated)	0%	-4%	1	27%	0%	1%	11	?	-10
CCSc1nc(-c2ccccc2)c(C#N)c(=O)[nH]1	-1%	-9%	2	10%	-2%[9.24 µM]	20%	5	1%	22
O=S(=O)(NCc1ccccn1)c1ccc(F)cc1	1%	5%	8	-4%	3%	1%	9	0%	13
O=C(CCNC(=O)c1ccc(Cl)cc1)Nc1nc2ccccc2[nH]1	-5%	-6%	-1	21%	-5%	11%	15	29%	17
Cc1ccccc1[C@@H](NC(=O)OC(C)(C)C)C(=O)OC(C)(C)C	-4%	16%	-2	0%	8%	0%	-25	15%	42
CC1(C)CC(=O)N(c2ccc(C#N)cc2)C(=O)C1	2%	-2%	10	10%	1%	0%	4	-5%	7
COc1cccc(CNC(=O)CCC2CCCN(Cc3cc4ccccc4o3)C2)c1 (configuration not stated)	9%	-19%	-15	-11%	-20%	14%	-71*	0%	-60*

Profiles from above. Values in the order: GLP1R ag | HT1080-NT tox | DRD3 agonist | KB-3-1 cytotox | HT1080 IDH1KD tx | SW480 rereplic | D3 antag | KB-V1 MDR tox | IL-1B inflam inh
Entry for `Cc1ccc(-c2nnc(SCC(=O)NCCN3C(=O)CSC3=O)n2C)cc1` → -1% | 13% | 0 | 10% | 8% | -5% | 6 | 12% | 6
Entry for `COc1cccc(CNC(=O)CCC2CCCN(Cc3cc4ccccc4o3)C2)c1` (configuration not stated) → 9% | -19% | -15 | -11% | -20% | 14% | -71* | 0% | -60*
Entry for `COc1ccc(OC)c(-c2nc3cc4ccccc4cc3nc2-c2ccccc2)c1` → 3% | 1% | 1 | -7% | -9% | ? | 20 | -11% | -26
Entry for `O=S(=O)(NCc1ccccn1)c1ccc(F)cc1` → 1% | 5% | 8 | -4% | 3% | 1% | 9 | 0% | 13
Entry for `CCN(CC)C(=O)CSC1=Nc2ccccc2C2=NC(Cc3c[nH]c4ccccc34)C(=O)N12` (configuration not stated) → 0% | -4% | 1 | 27% | 0% | 1% | 11 | ? | -10

Screening data (PubChem)
